ATXN2 expr inh – ATXN2 expression inhibition; HEK-293 ATXN2-luciferase reporter, luminescence, 24 h; Potency, µM (doses to about 57 µM), inactives show at the top dose activity change, negative = inhibition, hits mostly inhibitors; hit rate 0.72% among 360,000; AID 1745845; also: % is scaled to controls: 0 for no effect and ±100 for the full control effect; nearly all actives have a fitted effect of over 55% in size
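ATXN2-luciferase reporter cells (luciferase flanked by upstream and downstream ATXN2 gene portions) were treated 24 h at 37 °C with compounds at up to 57 uM. SteadyGlo luminescence gave expression; GF-AFC fluorescence gave viability.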
MCF10A rereplic – inducers of DNA re-replication in MCF 10A breast cells; MCF 10A DNA re-replication, Hoechst nuclear intensity, 48 h; Potency, µM (top dose mostly 46.1 µM), for the others: at the highest dose activity, positive = re-replication, hits mostly activators; hit rate 2.9% among 350,000; AID 624296; also: % of control where 0% means no effect; nearly all actives have a fitted effect of over 50% in size
A549 viability – kills or reduces viability of A549 cells in Nrf2 counter-screen; hit rate 0.16% among 390,000; A549 ARE-Fluc cells, CellTiter-Fluor viability, 18-24 h; AID 504648; Potency, µM (top dose mostly 46 µM), for the others: top-dose activity change, negative = cytotoxicity, most hits filed as inhibitors; also: % is scaled to controls: 0 for no effect and ±100 for the full control effect
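A549 ARE_Fluc cells in 5% FBS OPTI-MEM were exposed to compounds in concentration-response for 18-24 h at 37 deg C. Viability was read by CellTiter-Fluor fluorescence (Ex 405/Em 525) after 30 min, before the luciferase read.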
S2 tox – viability counter-screen for ATXN expression inhibitors. S2 cells (HEK-293 line with an ATXN2-luciferase reporter) viability, CellTiter-Fluor protease fluorescence, 24 h. Potency, µM (doses to about 56.7 µM), usual class: cytotoxic. hit rate 0.49% among 400,000. AID 651635; also: nearly all actives have a fitted effect of over 40% in size
Nrf2 block – blocks Nrf2 signaling | A549 ARE-Fluc reporter, luciferase luminescence, 18-24 h | Potency, µM (doses to about 46 µM), without a hit: top-dose activity change, negative = inhibition, actives largely listed as inhibitors | hit rate 2.1% among 360,000 | AID 504444; also: % is scaled to controls: 0 for no effect and ±100 for the full control effect; nearly all actives have a fitted effect of over 60% in size
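A549 ARE_Fluc cells, 5000/well, 5% FBS OPTI-MEM; compounds in dose-response, 18-24 h at 37 °C/5% CO2; CellTiter-Fluor viability read (Ex 405/Em 525), then BugLite luciferase luminescence = Nrf2 activity.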
TGFb inhibitor – inhibitors of TGF-b signaling; HepG2 CAGA-GFP TGF-b/SMAD3 reporter, GFP fluorescence, 18 h; TGF-beta stimulated, 500 pg/mL final; Potency, µM (doses to about 46.1 µM), for inactives: at the highest dose activity, negative = inhibition, actives largely listed as inhibitors; hit rate 1.2% among 410,000; also: % is scaled to controls: 0 for no effect and ±100 for the full control effect; nearly all actives have a fitted effect of over 65% in size
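HEPG2 CAGA-GFP, 1000 cells/well; 2 h settle, 37 C; cpd via pin tool; TGF-b 500 pg/mL final; 18 h, 37 C; GFP imaging ex488/em500-530; %Activity normalised to -TGF-b and +DMSO controls; CRC fit, curve class.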
Nrf2 activator – activates Nrf2 signaling. Potency, µM (highest dose often 46.1 µM), inactives show top-dose activation, actives largely listed as activators. hit rate 0.31% among 410,000. AREc32 ARE-luciferase reporter (MCF7-derived line), luminescence, 24 h. AID 624171; also: % of control where 0% means no effect; nearly all actives have a fitted effect of over 65% in size
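Luciferase luminescence (Steady-Glo, 30 min at room temperature) served as the read-out of ARE activation in AREc32 cells treated with compounds for 24 hr at 37 deg C.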
HepG2 viability – counter-screen for TGF-b inhibitors: cytotoxicity in HepG2 cells. HepG2 CAGA-GFP viability, ATP luminescence, 18 h. Potency, µM (top dose mostly 46.1 µM), for inactives: at the top dose activity change, negative = cytotoxicity, most hits filed as cytotoxic. hit rate 0.76% among 410,000; also: some results filed as inactive show a strong effect at the top dose
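HepG2 CAGA-GFP cells (1000/well, DMEM with 1% FBS) received compound, then TGF-beta at 500 pg/mL final, and were incubated 18 hours at 37 degrees C. Viability was read by CellTiter-Glo luminescence. Media-only wells were set as complete cell-killing and DMSO as no toxicity.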
EPAC2 antag – EPAC2 (human) antagonism; Potency, µM (series often up to 114 µM), inactives show at the highest dose activity, negative = inhibition, usual class: inhibitors; EPAC2 GEF exchange of Rap1B-BODIPY-GDP, fluorescence; Q8WZA2; hit rate 0.18% among 360,000; also: % is scaled to controls: 0 for no effect and ±100 for the full control effect; nearly all actives have a fitted effect of over 45% in size; many of its hits are not listed in these tables
Target sequence (Q8WZA2 whole entry, looked up): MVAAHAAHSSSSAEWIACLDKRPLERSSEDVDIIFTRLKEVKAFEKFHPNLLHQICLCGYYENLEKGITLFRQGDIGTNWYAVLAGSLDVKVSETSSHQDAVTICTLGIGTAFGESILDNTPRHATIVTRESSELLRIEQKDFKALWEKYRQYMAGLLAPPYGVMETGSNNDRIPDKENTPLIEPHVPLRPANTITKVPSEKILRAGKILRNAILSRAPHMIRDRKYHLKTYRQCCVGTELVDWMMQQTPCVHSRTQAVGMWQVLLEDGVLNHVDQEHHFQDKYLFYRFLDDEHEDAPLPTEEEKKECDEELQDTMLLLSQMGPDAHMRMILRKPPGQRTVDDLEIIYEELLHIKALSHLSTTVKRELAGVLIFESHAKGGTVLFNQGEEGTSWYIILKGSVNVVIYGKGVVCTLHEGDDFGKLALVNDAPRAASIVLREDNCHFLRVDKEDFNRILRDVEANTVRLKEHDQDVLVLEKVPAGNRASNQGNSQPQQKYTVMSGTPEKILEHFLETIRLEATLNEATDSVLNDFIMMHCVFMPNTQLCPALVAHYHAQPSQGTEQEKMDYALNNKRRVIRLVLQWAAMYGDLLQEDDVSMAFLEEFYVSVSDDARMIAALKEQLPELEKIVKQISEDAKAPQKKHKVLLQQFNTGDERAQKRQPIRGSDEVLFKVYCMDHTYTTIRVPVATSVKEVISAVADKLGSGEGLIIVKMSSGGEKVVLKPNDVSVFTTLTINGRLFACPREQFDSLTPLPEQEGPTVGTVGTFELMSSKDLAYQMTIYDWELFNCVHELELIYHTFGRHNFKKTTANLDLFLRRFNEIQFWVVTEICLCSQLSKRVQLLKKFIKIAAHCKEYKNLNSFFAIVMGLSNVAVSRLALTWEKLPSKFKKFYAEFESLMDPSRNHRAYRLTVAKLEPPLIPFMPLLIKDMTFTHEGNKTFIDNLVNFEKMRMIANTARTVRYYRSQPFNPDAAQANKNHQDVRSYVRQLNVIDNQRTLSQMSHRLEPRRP
Starred values were filed as active, the others as inactive; i = inactive; ? = inconclusive; & = joins results of further samples. Calls follow the shape of the dose curve; as a rule, active = well fitted curve in the direction sought with a large enough effect; inconclusive = small, poorly fitted or top-dose-only effect, or another doubt; inactive = no such curve, though single readings can be large; an effect the other way counts as inactive or inconclusive. Potency is read from the fitted curve at half-maximal effect.

SMILES | ATXN2 expr inh | MCF10A rereplic | A549 viability | S2 tox | Nrf2 block | TGFb inhibitor | Nrf2 activator | HepG2 viability | EPAC2 antag
C[C@]12CC[C@H]3[C@@H](CCC4=CC(=O)CC[C@@]43C)[C@@H]1CC[C@@H]2C(=O)CO | -6%&-14% | ? | -6% | i | ? | 28% | 4.4% | -6% | -4%
CC[C@@H]1C(=O)OC[C@@H]1Cc1cncn1C | -1% | -24% | -5% | i | 1% | -1% | -0.2% | 3% | -6%
C[C@]12CC3CC(N)(C1)C[C@@](C)(C3)C2 | 2% | -1% | -5% | i | -5% | 32% | -0.6% | 11% | 10%
Cc1cc2c(s1)Nc1ccccc1N=C2N1CCN(C)CC1 | -14%&-9%&-7% | ? | 3% | ? | 6% | 2% | 3.6% | -20% | 2%

Entries of single compounds from above. Order of screens: ATXN2 expr inh	MCF10A rereplic	A549 viability	S2 tox	Nrf2 block	TGFb inhibitor	Nrf2 activator	HepG2 viability	EPAC2 antag
`C[C@]12CC[C@H]3[C@@H](CCC4=CC(=O)CC[C@@]43C)[C@@H]1CC[C@@H]2C(=O)CO` is listed with -6%&-14%	?	-6%	i	?	28%	4.4%	-6%	-4%
`Cc1cc2c(s1)Nc1ccccc1N=C2N1CCN(C)CC1` is listed with -14%&-9%&-7%	?	3%	?	6%	2%	3.6%	-20%	2%

Two entries picked at random from the list so far:
SMILES | ATXN2 expr inh | MCF10A rereplic | A549 viability | S2 tox | Nrf2 block | TGFb inhibitor | Nrf2 activator | HepG2 viability | EPAC2 antag
C[C@]12CC3CC(N)(C1)C[C@@](C)(C3)C2 | 2% | -1% | -5% | i | -5% | 32% | -0.6% | 11% | 10%
CC[C@@H]1C(=O)OC[C@@H]1Cc1cncn1C | -1% | -24% | -5% | i | 1% | -1% | -0.2% | 3% | -6%

2 consecutive compounds out of the list so far, quoted:
SMILES | ATXN2 expr inh | MCF10A rereplic | A549 viability | S2 tox | Nrf2 block | TGFb inhibitor | Nrf2 activator | HepG2 viability | EPAC2 antag
C[C@]12CC3CC(N)(C1)C[C@@](C)(C3)C2 | 2% | -1% | -5% | i | -5% | 32% | -0.6% | 11% | 10%
Cc1cc2c(s1)Nc1ccccc1N=C2N1CCN(C)CC1 | -14%&-9%&-7% | ? | 3% | ? | 6% | 2% | 3.6% | -20% | 2%

These rows are one share of the data (hit frequency here may not be typical).
